Htt clearance: clearance of mutant huntingtin inclusions, primary screen, imaging, HeLa Exon1htt(103Q)mCFP, confocal imaging; aggregate imaging; zero = plate's median compound well; inhibition, % at 1.5 µM; hit rate 0.42% among 47,000;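 active = inhibition of aggregate fluorescence above about 70%, also judged a hit by eye on the cell image, limit read from the data, passing the limit was not always enough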;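 also: cells exposed to compound for three days before fixation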
Htt clearance grain fraction: recorded beside Htt clearance, whose call it bears; fraction fluorescence in grains; measured here: aggregate grain fluorescence fraction; hits give low values;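 scaled fraction of total cell fluorescence in grains with unit not stated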
* hit, by the source's call. Only part of the results is shown, so the mix of outcomes need not match the whole.

Results follow in this order: Htt clearance, Htt clearance grain fraction
> CCOC(=O)C1C(=O)OC2(CCCC2)C1C(=O)OCC (stereo not drawn)
  20, 15
> COc1ccc2[nH]c3nc(SCc4nnc(-c5ccc(C)cc5)o4)nnc3c2c1
  -5, 36
> O=C(CSCc1cccc(Cl)c1)N/N=C/c1ccc(OCC(=O)N2CCCCC2)cc1
  -9, 42
> CC(=O)Nc1nc(C)c(Oc2ccc(Cl)cc2Cl)c(=O)[nH]1
  12, 33
> Cc1ccc(OCc2nnc(SCC(=O)c3ccccc3)n2-c2ccccc2)cc1
  -30, 25
> O=C(Nc1cccc(Cl)c1N1CCCCC1)c1ccc2c(c1)OCCO2
  63, 7.3
> Cn1c(O)c(C=NC(CC(N)=O)C(=O)O)c(=O)n(C)c1=O (stereo not drawn)
  -17, 47
> O=c1c2ccccc2nc(CSc2nnnn2-c2ccccc2)n1-c1ccccc1Cl
  -51, 29
> COc1ccc(N2CCN(C(=O)CSc3nnc(-c4cc5ccccc5cc4O)n3C)CC2)cc1
  -15, 24
> COc1ccccc1Oc1ccc2c(c1)C(=O)N(c1ccccc1)C2=O
  -32, 26
> Cc1ccc(NC(=O)NC2(C(=O)NCc3ccco3)CCCCC2)cc1
  5, 20
> COC(=O)c1[nH]c2ccc(F)cc2c1NS(=O)(=O)c1ccc(OC)cc1OC
  -33, 26
> CCOc1ccc(NS(=O)(=O)c2ccc3c(c2)CCN3C(=O)CCC(=O)O)cc1
  19, 29
> CCCCn1c(SCC(=O)NC(C)(C)C)nnc1-c1ccco1
  -42, 29
> O=C(Oc1ccc(OC(=O)N2CCCCC2)cc1)c1ccccc1
  27, 14
> CCN(CC)c1ccc(/C=C(/C#N)c2nc3ccccc3[nH]2)c(OC(C)C)c1
  46, 21
> CC(=O)Nc1ccc(NC(=O)CNS(=O)(=O)c2ccc(C)cc2)cc1
  -54, 27
> Cn1cnc2c1c(=O)n(CC(O)CO)c(=O)n2C (stereo not drawn)
  37, 13
> O=C(Cn1c(=O)n(Cc2ccc3c(c2)OCO3)c(=O)c2ccccc21)N1CCCc2ccccc21
  -16, 22
> Cc1c(C)c2ccc(OCc3ccc(C(=O)O)o3)c(C)c2oc1=O
  -8, 37

Complete entries, quoted from the list. Order of screens: Htt clearance	Htt clearance grain fraction
Entry for `COC(=O)c1[nH]c2ccc(F)cc2c1NS(=O)(=O)c1ccc(OC)cc1OC` = -33	26
Entry for `O=C(Cn1c(=O)n(Cc2ccc3c(c2)OCO3)c(=O)c2ccccc21)N1CCCc2ccccc21` = -16	22
Entry for `CCN(CC)c1ccc(/C=C(/C#N)c2nc3ccccc3[nH]2)c(OC(C)C)c1` = 46	21
Entry for `Cc1ccc(NC(=O)NC2(C(=O)NCc3ccco3)CCCCC2)cc1` = 5	20

Retrieved by structure from the entries so far (four):
Results follow in this order: Htt clearance, Htt clearance grain fraction
> CCCCn1c(SCC(=O)NC(C)(C)C)nnc1-c1ccco1
  -42, 29
> CC(=O)Nc1ccc(NC(=O)CNS(=O)(=O)c2ccc(C)cc2)cc1
  -54, 27
> CCOC(=O)C1C(=O)OC2(CCCC2)C1C(=O)OCC (stereo not drawn)
  20, 15
> Cc1ccc(OCc2nnc(SCC(=O)c3ccccc3)n2-c2ccccc2)cc1
  -30, 25

Quoted from above (2 entries):
Results follow in this order: Htt clearance, Htt clearance grain fraction
> Cc1ccc(NC(=O)NC2(C(=O)NCc3ccco3)CCCCC2)cc1
  5, 20
> COC(=O)c1[nH]c2ccc(F)cc2c1NS(=O)(=O)c1ccc(OC)cc1OC
  -33, 26

The list continues:
Results follow in this order: Htt clearance, Htt clearance grain fraction
> COc1ccc(Cc2nc3ccc(S(N)(=O)=O)cc3[nH]2)cc1OC
  -31, 22
> CCC(=O)NC1(C(F)(F)F)C(=O)Nc2c1c(=O)[nH]c(=O)n2Cc1ccco1 (stereo not drawn)
  -41, 49
> Cn1c(=O)[nH]c(=O)c2c1nc(NCc1ccccc1)n2CCCc1ccccc1
  50, 11
> N#CC1=C(N)Oc2n[nH]c(-c3cccs3)c2C1c1ccsc1 (stereo not drawn)
  -11, 21
> CCOC(=O)N1CCN(Cc2ccccc2F)CC1
  -74, 35
> CC(C)(C)NC(=O)Cn1c(SCC(=O)NCc2cccs2)nc2ccccc21
  -40, 51
> Cc1nnc(SCCn2c(Br)nc3c2c(=O)[nH]c(=O)n3C)s1
  20, 29
> O=C(c1ccccc1F)N1CCN(c2ccccc2)CC1
  7, 16
> COc1ccc(C(=O)CSc2nnc(CCc3ccccc3)n2-c2ccccc2)cc1
  6, 28
> COc1cc2cc(CN(CCN3CCCC3)C(=O)Nc3ccc(F)cc3)c(=O)[nH]c2cc1OC
  -2, 38
> COc1cc(C2C(C#N)=C(N)OC3=C2C(=O)CCC3)cc(OC)c1OC(=O)N1CCOCC1 (stereo not drawn)
  -38, 27
> CC1C=Cc2ccccc2N1C(=O)c1ccccc1 (stereo not drawn)
  31, 12
> CN(C)c1ccc(C=Nc2ccccc2C(N)=O)cc1
  -8, 39
> O=C(OCC(=O)c1cccs1)C1=COCCO1
  26, 16
> CNc1ccc(Br)cc(C(=O)/C=C/c2cccc(OC)c2OC)c1=O
  37, 10
> CCCN(C(=O)Cc1nc(N)n[nH]1)C1(C(=O)Nc2ccccc2C)CCCCC1
  2, 35
> COc1ccc(C2CCCN2C(=O)Nc2ccc(Cl)cc2)cc1OC (stereo not drawn)
  -20, 49
> Cc1ccc(C23CC4CC(CC(NC(=O)N5CCN(C)CC5)(C4)C2)C3)cc1
  -38, 26
> COc1cccc(Nc2nc(=O)[nH]nc2C)c1
  18, 17
> COC(=O)c1[nH]c2cccc(OC)c2c1NC(=O)CCN1CCN(c2ccccc2F)CC1
  -11, 45
> CC(=O)Oc1ccc2c(C)cc(=O)[nH]c2c1
  -40, 60
> Cc1nc(N2CCCC2C(=O)O)c2oc3ccccc3c2n1 (stereo not drawn)
  15, 37
> CCn1c(SCC(=O)N2CCN(c3cccc(Cl)c3)CC2)nc2ccccc2c1=O
  14, 16
> CC(C)c1cc(C(=O)Nc2cccc(Cl)c2)no1
  12, 18
> CC(=O)c1ccc(S(=O)(=O)N(Cc2cc3cc4c(cc3[nH]c2=O)OCCO4)CC2CCCO2)cc1 (stereo not drawn)
  20, 29
> CCOC(=O)c1ccc(N2CSC3=C(C#N)C(c4cccs4)CC(=O)N3C2)cc1 (stereo not drawn)
  4, 43
> CC(C)CC(=O)Nc1ccc(S(=O)(=O)NCc2ccco2)cc1
  -1, 28
> CCn1c(COc2ccc(Cl)cc2)nnc1SCc1ccc(C#N)cc1
  18, 28
> O=C(CSc1nc2ccccc2o1)NCCOc1ccccc1
  -30, 44
> CC(=O)c1nc2ccccc2n1S(=O)(=O)c1ccc(Cl)cc1
  36, 22
> Cc1ccc(S(=O)(=O)c2c(N)n(/N=C/c3ccco3)c3nc4ccccc4nc23)cc1C
  -26, 46
> Cc1ccc(N2CCN(S(=O)(=O)c3ccc(F)cc3)CC2)c(C)c1
  -66, 54
> COC(=O)C(C)N1C(=O)S/C(=C/c2cc(C)n(-c3ccccn3)c2C)C1=O (stereo not drawn)
  -9, 41
> O=S(=O)(c1ccccc1)n1ccc2ccccc21
  -11, 37
> Cc1nnn(C23CC4CC(CC(C4)C2)C3)n1
  27, 14
> CC(Oc1ccccc1Br)C(=O)N1CCc2ccccc21 (stereo not drawn)
  -16, 43
> CC(=O)Nc1ccc(-c2nn[nH]n2)cc1Cl
  39, 27
> CN(C)c1ccc(C=C2C(=O)OC(C)(C(C)(C)C)OC2=O)cc1 (stereo not drawn)
  -4, 42
> CC(C)OC(=O)CC12CN(C)CC(CC(=O)OC(C)C)(CN(C)C1)C2=O
  21, 31
> Cc1cc(C)n2nc(SCC#N)nc2n1
  -37, 44
> CC1CCC(C(=O)NC(C(=O)NCCN2CCC(C)CC2)C(C)C)CC1 (stereo not drawn)
  63, 7.5
> COCCn1c(SCC(=O)Nc2cccc(OC)c2)nnc1-c1ccc(Cl)cc1
  20, 15
> CCOC(=O)CCSc1nc(C)c2cc(OC)ccc2n1
  -68, 31
> Cc1cccn2c(=O)c(C=NCc3ccco3)c(Nc3ccc(SC(F)F)cc3)nc12
  9, 27
> CCc1nc(SCCO)c2oc3ccccc3c2n1
  36, 13
> O=C(c1cnccn1)N(c1ccccc1)C1(C(=O)NC2CCCC2)CCCCC1
  6, 22
> O=C(O)C1CCCCC1C(=O)NCCCc1ccccc1 (stereo not drawn)
  -38, 25
> COc1cccc(NC(=O)COC(=O)c2c3c(nc4ccccc24)CCC(C)C3)c1 (stereo not drawn)
  -36, 55
> COC(=O)C(C)N(C(=O)c1ccc(C(=O)c2ccccc2)cc1)c1c(C)cccc1C (stereo not drawn)
  -5, 24
> O=C(c1ccccc1)N1CCN(CC2CC=CCC2)CC1 (stereo not drawn)
  46, 11

Carrying on:
Results follow in this order: Htt clearance, Htt clearance grain fraction
> COc1cc(/C=N\n2nnnc2N)ccc1OCc1ccc(F)cc1
  -16, 43
> CSc1nnc(Cn2c(=O)sc3ccccc32)n1-c1cccc(Cl)c1
  -13, 20
> CC1CCCCN1c1nnc(NC(=O)c2cc(-c3ccc(Br)cc3)on2)s1 (stereo not drawn)
  17, 30
> O=C(NC1CCCC1)C(c1ccccn1)N(C(=O)c1csnn1)C1CCCC1 (stereo not drawn)
  4, 17
> Cc1cc(C(=O)OCC(=O)c2c(N)n(C)c(=O)n(C)c2=O)c(C)n1-c1ccccc1
  12, 32
> CC1(C)N=C(N)NC(Nc2ccccc2)=N1
  -30, 52
> OC(Cn1cncn1)c1ccc(Cl)cc1Cl (stereo not drawn)
  -6, 21
> COc1ccccc1NS(=O)(=O)c1ccc(C)c(C(N)=O)c1
  -75, 33
> COCCn1nnnc1CN(CCCN1CCOCC1)Cc1cc2c(C)ccc(C)c2[nH]c1=O
  36, 12
> COc1ccc(C(CC(=O)O)NC(=O)COc2ccccc2OC)cc1OC (stereo not drawn)
  15, 31
> Cc1ccc(-n2c(C)cc(C(=O)OCC(=O)N(CC(C)C)C3CCS(=O)(=O)C3)c2C)cc1 (stereo not drawn)
  -25, 45
> CCOc1ccc(Cn2c(SCCCCC#N)nc3c2c(=O)n(C)c(=O)n3C)cc1OCC
  12, 35
> Cc1ccc(N2CC(C(=O)Nc3ccc(S(=O)(=O)N4CCCC4)cc3)CC2=O)cc1 (stereo not drawn)
  21, 14
> CCOc1ccccc1NC(=O)C12CC3CC(C1)CC(c1ccc(C)cc1)(C3)C2
  -47, 30
> COCCn1c(SCC(=O)c2ccc(CNC(C)=O)o2)nc2ccccc2c1=O
  -32, 57
> CCC1(C)OC(=O)N(CCCn2ccnc2C)C1(C)O (stereo not drawn)
  -30, 55
> CCOC(=O)CCC(NC(=O)c1ccc(NCN2C(=O)CCC2=O)cc1)C(=O)OCC (stereo not drawn)
  30, 13
> Cc1ccccc1OCC(=O)NCCC(=O)O
  5, 38
> O=C(O)CSc1nc(-c2ccccc2)nc2c1oc1ccccc12
  -4, 38
> Cc1nnc(C)n1/N=C/c1ccc(-c2ccccc2)cc1
  3, 39
> CC(=O)N1SC(N)=NC1c1ccccc1 (stereo not drawn)
  -18, 48
> O=C(CSc1nnc(-c2ccccn2)n1Cc1ccco1)c1ccccc1
  37, 27
> Cc1cc(C)n(CC(O)CN2C(=O)NC(C)(C)C2=O)n1 (stereo not drawn)
  -39, 24
> Cc1ccc(NC(=O)c2cc(-c3ccc(C)o3)nc3ccccc23)nc1
  43, 11
> CCOC(=O)c1nnn(-c2nonc2-n2cccc2)c1CN1CCCCC1
  -5, 39
> O=C(O)CCC(=O)N1CCOc2ccc(Cl)cc21
  -22, 46
> O=C(c1cccs1)N1CCC(c2nc3ccccc3s2)CC1
  14, 29
> CCCCCn1c(N2CCN(Cc3ccccc3)CC2)nc2c1c(=O)[nH]c(=O)n2C
  -83, 33
> O=C1CCc2cc(S(=O)(=O)NCCC(=O)NC3CCN(Cc4ccccc4)CC3)ccc2N1
  24, 24
> O=C(CSc1nnc(COc2ccc(Cl)cc2)n1Cc1ccco1)c1ccccc1F
  -8, 39
> CCc1[nH]nc2c1C(c1ccsc1)C(C#N)=C(N)O2 (stereo not drawn)
  -203, 59
> CCc1ccc(CC)c(S(=O)(=O)Nc2ccc(C(=O)O)c(O)c2)c1
  -7, 21
> C=CCn1c(CCC(=O)O)ccc1-c1ccccc1
  6, 18
> O=C(CN1C(=O)c2cccc3cccc1c23)NCc1ccncc1
  -26, 50
> CC(C)c1ccc2oc(-c3cc(N)ccc3O)nc2c1
  18, 30
> CCn1nnc(NC(=O)COc2cc(C)ccc2C(C)C)n1
  22, 13
> COC(=O)c1nn(-c2ccccc2)c(Sc2ccc(C)cc2)c1/C=N/O
  27, 21
> CC1(C)C2CCC1(CS(=O)(=O)N1CCCc3ccccc31)C(=O)C2 (stereo not drawn)
  -35, 24
> NC(=O)C1CCN(C(=O)c2cc(S(=O)(=O)N3CCOCC3)c(Cl)cc2Cl)CC1
  3, 35
> Nc1c(S(=O)(=O)c2ccccc2)nnn1-c1ccccc1
  -14, 20
> CCCc1cc(C(N)=O)c(NC(C)=O)s1
  10, 19
> O=C(Nc1n[nH]c(C2CCCCC2)n1)C1CCCCC1
  -19, 19
> C=CCc1ccccc1OCC(O)CN1CCN(c2ccccc2F)CC1 (stereo not drawn)
  -26, 25
> Cc1cc(=O)[nH]c(-n2nc(C)cc2C)n1
  29, 24
> CC(=O)COc1ncn(-c2ccccc2)n1
  -26, 30
> O=C(c1cccnc1)N1C2C=CC(C2)C1(C(F)(F)F)C(F)(F)F (stereo not drawn)
  -45, 28
> COc1ccc(Cl)c(S(=O)(=O)N2CCCC2)c1
  14, 17
